PKM2 act: activators of human pyruvate kinase M2. P14618. purified PKM2, Kinase-Glo ATP luminescence, activation; response scale: 0% is enzyme alone, no compound. Potency, µM (top dose mostly 57.5 µM), for inactives: top-dose activation, usual class: activators. 0.34% of 260,000 active. AID 1631; also: potency is read from the fitted curve at half-maximal effect; % is scaled to controls: 0 for no effect and ±100 for the full control effect; nearly all actives have a fitted effect of over 55% in size
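Purified hPK-M2 (>95%) run at intermediate activity with 0.1 mM ADP and 0.5 mM PEP in 50 mM imidazole pH 7.2, KCl, MgCl2; 1 h room temperature. ATP formed read by Kinase-Glo luminescence; normalized to uninhibited and no-enzyme controls.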
GALK inhibitor: galactokinase (human) inhibition; P51570; Purified GALK, Kinase-Glo residual ATP luminescence; Potency, µM (series often up to 57.5 µM), for inactives: at the top dose activity change, negative = inhibition, actives largely listed as inhibitors; 0.007% of 270,000 active; AID 1868; also: potency is read from the fitted curve at half-maximal effect; % is scaled to controls: 0 for no effect and ±100 for the full control effect
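GALK at 5 nM final was combined with compound, 35 uM ATP and 100 uM galactose in HEPES pH8.0 with MgCl2 and DTT. The reaction ran one hour at room temperature before luminescent ATP detection.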
PTAP TSG101 blk: blocks PTAP/TSG101 interaction to inhibit HIV-1 budding; Q99816; 340,000 tested, under 10 active; Fluorescence polarization, FITC-PTAP peptide / Tsg101 binding; Potency, µM (highest dose often 115 µM), for inactives: at the highest dose activity change, negative = inhibition, hits mostly inhibitors; active = well fitted inhibition curve with a large enough effect in the main read-out, with a control signal flat, not every such curve was filed as active; inconclusive = small, poorly fitted or top-dose-only effect, or effect the other way, or a change in a side signal; inactive = no such curve, though single readings can be large or run the other way; also: potency is read from the fitted curve at half-maximal effect; % of control where 0% means no effect
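Fluorescence polarization binding of Tsg101 binding domain (10 uM final) to FITC-labeled PTAP peptide (50 nM final) in HEPES pH 7.5 buffer with NaCl, Tween 20, EDTA, TCEP. Compounds added before peptide; binding 20 min at RT.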
Tb PFK inh: T. brucei PFK enzyme inhibition; O15648; T. brucei PFK, ADP-Glo luminescence; Potency, µM (top dose mostly 57.5 µM), for inactives: at the top dose activity, negative = inhibition, actives largely listed as inhibitors; 0.17% of 330,000 active;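 also: potency is read from the fitted curve at half-maximal effect; 0% = uninhibited 1x PFK enzyme wells and -100% = no-enzyme wells; nearly all actives have a fitted effect of over 60% in size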
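Luminescent ADP detection (ADP-Glo, two-step: ATP depletion then ADP-to-ATP conversion for luciferase) reported PFK activity after 45 min room-temperature reaction of 1.25 nM enzyme with 0.5 mM F6P and 0.1 mM ATP at pH 8.0.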
Integrin act MD: activates integrin-mediated alleviation for muscular dystrophy; alpha7betagal myoblasts, beta-gal FDG fluorescence, 48 h; Potency, µM (titrated, usually from 38.3 µM), for the others: at the top dose activation, hits mostly activators; 0.064% of 350,000 active;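 also: potency is read from the fitted curve at half-maximal effect; 100% = response of the positive control SU9516; nearly all actives have a fitted effect of over 60% in size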
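Alpha7betagal+/- myoblasts (passage 13) were plated 16-24 hr, then exposed to compounds (1:260 dilution of DMSO stock) for 48 hours at 37C. After MPER lysis, β-galactosidase reporter activity was read as FDG fluorescence (ex 480/em 540) after 30 minutes.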
B2AR arrestin: agonists driving beta-arrestin recruitment to human beta2-adrenergic receptor | 0.02% of 330,000 active | AID 492947 | beta-arrestin recruitment to beta2AR, cell-based reporter | P07550 | Potency, µM (doses to about 46.1 µM), without a hit: top-dose activation, hits mostly activators;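 also: potency is read from the fitted curve at half-maximal effect; 0% = DMSO controls and full agonism = EC100 isoproterenol or metaproterenol; nearly all actives have a fitted effect of over 65% in size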
Target sequence (P07550 whole entry, looked up): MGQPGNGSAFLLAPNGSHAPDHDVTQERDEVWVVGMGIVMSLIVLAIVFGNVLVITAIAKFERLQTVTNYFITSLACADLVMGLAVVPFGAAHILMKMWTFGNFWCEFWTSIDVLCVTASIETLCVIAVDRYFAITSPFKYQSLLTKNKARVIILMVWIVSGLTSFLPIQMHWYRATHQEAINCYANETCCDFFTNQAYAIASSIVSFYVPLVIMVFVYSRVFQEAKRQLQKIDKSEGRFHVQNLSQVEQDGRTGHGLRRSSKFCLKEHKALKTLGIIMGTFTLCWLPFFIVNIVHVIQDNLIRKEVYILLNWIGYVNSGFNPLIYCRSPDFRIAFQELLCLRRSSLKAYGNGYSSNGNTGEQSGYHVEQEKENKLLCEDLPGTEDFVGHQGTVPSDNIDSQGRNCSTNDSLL
Giardia killer: kills Giardia lamblia. 0.15% of 340,000 active. activity change, % at 7.66 µM, hits read low. Giardia lamblia trophozoite viability; in the data active = activity change below about -80%; inconclusive = between about -30% and that limit;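 also: parasites exposed to compound for two days anaerobically before the ATP read; % is scaled to controls: 0 for no effect and ±100 for the full control effect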
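Luminescence from cellular ATP indicates surviving trophozoites (100 cells/well) following 48 hrs anaerobic compound treatment at 37 deg C; signal develops 15-30 min at room temperature.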
FBPA coupling cs: coupling enzyme interference in Giardia aldolase counter-screen | AID 2472 | 0.67% of 290,000 active | activity change, negative = inhibition, % at 58.2 µM, hits read low | coupling enzyme system counterscreen, AmpLite Red fluorescence; in the data active = activity change below about -30%; also: % is scaled to controls: 0 for no effect and ±100 for the full control effect
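Activity here indicates interference with the coupling reaction, not aldolase inhibition. Compounds at 57.5 uM final met coupling enzymes for 10 min at RT; substrate and AmpLite Red detection followed, with a 525/598 nm fluorescence read after 20 min.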
Menin-MLL TR inh: inhibitors of human menin-MLL interaction, mutant MLL peptide. AID 1768. 0.23% of 270,000 active. O00255. Menin + Texas Red MLL mutant peptide, fluorescence polarization. Potency, µM (highest dose often 61.6 µM), without a hit: at the highest dose FP activity change, negative = inhibition, usual class: inhibitors; active = well fitted inhibition curve with a large enough effect in the polarisation, with a control signal flat, not every such curve was filed as active; inconclusive = small, poorly fitted or top-dose-only effect, or effect the other way, or a change in a side signal; inactive = no such curve, though single readings can be large or run the other way; the % refers to the polarisation; also: potency is read from the fitted curve at half-maximal effect; % of control where 0% means no effect; many of its hits are not listed in these tables
BCR signal inh: chronic active BCR signaling inhibition; ABC-DLBCL IkBa-CBG/CBR reporter, luminescence ratio, 4 h; 0.05% of 340,000 active; Potency, µM (highest dose often 46.1 µM), for the others: top-dose ratio change, negative = lower green/red ratio, actives largely listed as inhibitors; AID 493014; active = well fitted inhibition curve with a large enough effect in the signal ratio, with a control signal flat, not every such curve was filed as active; inconclusive = small, poorly fitted or top-dose-only effect, or effect the other way, or a change in a side signal; the % refers to the signal ratio;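 also: potency is read from the fitted curve at half-maximal effect; plate controls were basal doxycycline-induced cells for no effect and cells given 10 µM MG132 for full effect; MG132 reads +100%, hits lower the ratio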
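Compounds up to 46 uM were incubated four hours with TMD8 cells whose green CBG68 luciferase is fused to IkappaBalpha; red CBR luminescence normalised the signal, and concentration-effect curves were fitted to fusion, red and ratio data.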
ASM inhibitor: human S-ASM enzyme inhibition. P17405. placental ASM, HMU-PC fluorogenic substrate, 60 min. Potency, µM (top dose mostly 57.5 µM), without a hit: top-dose activity change, negative = inhibition, most hits filed as inhibitors. 0.006% of 340,000 active. AID 504937; also: potency is read from the fitted curve at half-maximal effect
Target sequence (P17405 47-631 limits assumed): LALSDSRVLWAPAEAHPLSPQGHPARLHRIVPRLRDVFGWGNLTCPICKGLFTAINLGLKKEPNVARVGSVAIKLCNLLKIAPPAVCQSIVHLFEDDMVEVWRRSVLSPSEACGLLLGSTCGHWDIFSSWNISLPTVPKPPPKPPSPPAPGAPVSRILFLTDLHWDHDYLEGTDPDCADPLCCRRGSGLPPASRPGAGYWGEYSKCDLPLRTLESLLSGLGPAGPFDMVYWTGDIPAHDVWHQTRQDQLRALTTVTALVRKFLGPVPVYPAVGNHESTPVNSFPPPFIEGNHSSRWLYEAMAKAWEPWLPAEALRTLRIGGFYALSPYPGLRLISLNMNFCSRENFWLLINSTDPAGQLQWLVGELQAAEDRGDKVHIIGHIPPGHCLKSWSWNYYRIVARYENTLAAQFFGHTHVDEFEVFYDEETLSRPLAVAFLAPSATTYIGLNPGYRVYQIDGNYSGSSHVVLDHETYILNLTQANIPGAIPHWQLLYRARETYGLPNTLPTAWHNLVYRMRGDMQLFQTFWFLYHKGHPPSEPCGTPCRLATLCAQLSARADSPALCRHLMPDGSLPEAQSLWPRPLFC
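qHTS format. ASM enzyme prepared from human placenta hydrolyses the fluorogenic substrate HMU-PC0 (9 uM final) over 60 min at 37 °C after a 10 min compound preincubation.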
* = called active by the depositor; ? = inconclusive; nt = no result given; [ ] = another dose, or the depositor's remark. Unless noted, calls follow the shape of the dose curve; as a rule, active = well fitted curve in the direction sought with a large enough effect; inconclusive = small, poorly fitted or top-dose-only effect, or another doubt; inactive = no such curve, though single readings can be large; an effect the other way counts as inactive or inconclusive. Only part of the results is shown; rates above refer to the full screens.

SMILES	PKM2 act	GALK inhibitor	PTAP TSG101 blk	Tb PFK inh	Integrin act MD	B2AR arrestin	Giardia killer	FBPA coupling cs	Menin-MLL TR inh	BCR signal inh	ASM inhibitor
CNS(=O)(=O)c1ccc2c(c1)NC(=O)C1CCCN21 (stereo not drawn)	16%	0%	1%	6%	27%	0.1%	33[activator]	3	-10%	?	8%
COc1ccc(NC(=O)COC(=O)CCCN2C(=O)c3ccccc3C2=O)cc1Cl	2%	0%	-1%	-3%	-1%	-0.6%	4	1	0%	?	-1%
Cc1c(NC(=O)c2cccc(NC(=O)COc3cccc(Br)c3)c2)c(=O)n(-c2ccccc2)n1C	nt	nt	0%	-11%	7%	2.8%	25	nt	nt	-4%	-1%
CCc1c(C)sc(NC(=O)c2ccco2)c1C(=O)N1CCOCC1	-16%	2%	-6%	2%	1%	-0.8%	30	0	-1%	3%	9%
OCCN1CCN(CC/C=C2/c3ccccc3Sc3ccc(Cl)cc32)CC1	nt	nt	-2%	0%	nt	0.0%	3	nt	nt	?	-2%
COC(C(=O)N/N=C(\C)CC(=O)Nc1ccc(Cl)cc1C)c1ccccc1 (stereo not drawn)	6%	3%	-1%	-2%	-32%[inhibitor]	0.2%	-8	2	4%	-14%	1%
CC1CCCCC1NC(=O)Cn1c(CN2CCCCC2)nc2ccccc2c1=O (stereo not drawn)	0%	0%	-8%	-3%	8%	-0.1%	-8	2	-15%	0%	6%
CC(C)(C)S(=O)(=O)c1cnc2c(-c3ccc(Cl)cc3)cnn2c1N	3%	-5%	-2%	1%	-8%	0.3%	10	-1	?	3%	28%
CCCCSc1nc(N)c(NC(=O)c2ccco2)c(=O)[nH]1	-1%	2%	-4%	5%	5%	0.0%	9	-1	-17%	5%	-2%
CC(=O)c1ccc(S(=O)(=O)Nc2ccc(N3CCOCC3)cc2)cc1	-4%	-2%	-7%	1%	8%	-0.7%	20	1	-5%	-9%	-1%
CCN1CCN(C(c2ccc(OC)c(OC)c2)c2nnnn2C(C)(C)C)CC1 (stereo not drawn)	-7%	0%	-2%	17%	17%	0.1%	-18	2	-7%	-2%	4%
O=C(NCC1CCCO1)c1ccc(CS(=O)(=O)Cc2ccc(F)cc2)o1 (stereo not drawn)	-7%	-2%	-2%	4%	4%	0.0%	10	1	32%[activator]	3%	3%
CCc1cccc(CC)c1NC(=O)c1ccccc1	2%	-1%	1%	2%	8%	0.4%	4	4	-3%	0%	3%
COc1ccc(NS(=O)(=O)c2cc3c4c(c2)CCN4C(=O)CC3)c(OC)c1	nt	nt	-10%	3%	14%	-0.6%	3	nt	nt	-4%	3%
Cc1ccc(SCc2nnc(N)s2)cc1	-3%	-2%	-2%	-3%	19%	-0.7%	-5	0	-2%	-13%	5%
COC(=O)c1cccc(NC(=O)CCNC(=O)c2ccco2)c1	nt	-2%	1%	2%	1%	-0.6%	0	1	2%	1%	1%
CC(NC(=O)COc1cccnc1[N+](=O)[O-])c1ccc(F)cc1 (stereo not drawn)	-4%	-2%	0%	-3%	5%	-0.3%	?	-1	9%	-5%	1%
CCn1nnnc1NCc1cccn1C	0%	-3%	-1%	-1%	9%	-0.4%	7	-3	22%	-1%	3%
CN(CC(=O)Nc1c(Cl)cccc1Cl)C(=O)Cn1[nH]c(=O)c2ccccc2c1=O	nt	nt	0%	3%	-14%	0.2%	-14	nt	nt	-1%	5%
CS(=O)(=O)Nc1ccc(-c2cc(/C=C3\SC(N)=NC3=O)c[nH]c2=O)cc1	2%	nt	-6%	-1%	1%	0.3%	-7	-5	1%	1%	2%
COc1ccc(CCNC(=O)C(=O)NCC2OCCN2S(=O)(=O)c2ccc(OC)cc2)cc1 (stereo not drawn)	-3%	nt	-4%	-5%	-2%	0.0%	10	-4	-17%	-7%	1%
CC(=O)c1ccccc1NC(=O)COC(=O)c1ccccc1NC(=O)c1ccccc1	-17%	1%	-2%	0%	-9%	-0.9%	6	-14	9%	?	-2%
Cc1cccc2[nH]c(SCC(=O)N3CCOCC3)nc12	-3%	2%	-1%	-14%	23%	-0.4%	1	1	24%	-3%	6%
COCCn1nnnc1C(C(C)C)N(Cc1ccccc1)Cc1cc2cc(OC)ccc2[nH]c1=O (stereo not drawn)	0%	-1%	-5%	-1%	0%	-0.2%	-22	-3	3%	?	10%
CCC(C(=O)OC)(C(=O)OC)c1ccc([N+](=O)[O-])cc1	2%	7%	-1%	-10%	-15%	0.0%	6	0	2%	0%	-2%
CCOC(=O)C1CCN(C(=O)c2ccc3c(SCC(=O)O)c4c(nc3c2)CCCC4)CC1	4%	-1%	-1%	2%	31%	0.9%	-4	10	?	1%	4%
S=c1[nH]nc(-c2ccc3ccccc3n2)n1-c1ccc2c(c1)OCCO2	-16%	-1%	1%	-13%	-6%	-0.3%	-21	1	nt	-4%	0%
COc1ccc2c(C)cc(SCC(=O)Nc3ccc(Cl)cn3)nc2c1	0%	1%	-7%	-4%	-5%	-2.2%	-12	2	1%	-5%	34%[activator]
CCOC(=O)N1CCN(S(=O)(=O)c2ccc(C)cc2)CC1	2%	-3%	-1%	1%	14%	-0.1%	4	1	2%	1%	0%
COc1ccc(OC)c(NC(=O)CSc2nc3c(c(=O)n(C)c(=O)n3C)n2C)c1	10%	1%	-3%	3%	-18%	-0.6%	6	1	13%	-1%	-8%
COC(=O)Nc1nc2c(C)cccc2s1	-5%	-5%	-2%	0%	29%	-0.3%	1	1	0%	4%	4%
N#CCCN(C(=O)CSc1nc(-c2ccccc2)cn1N)c1ccc(F)cc1	2%	3%	-3%	-1%	4%	0.0%	6	0	10%	-27%	-1%
CC1CCCCC1NC(=O)CN1C(=O)COc2ccccc21 (stereo not drawn)	-1%	8%	-6%	-12%	?	-0.6%	-2	nt	nt	0%	-4%
Cc1[nH]n(-c2ccccc2)c(=O)c1/C=N\NC(=O)C1COc2ccccc2O1 (stereo not drawn)	-24%	-1%	0%	0%	5%	-0.4%	-12	2	?	?	-3%
CCNc1ccc(C(=O)NN=C2CCCC2)cc1[N+](=O)[O-]	16%	1%	0%	1%	7%	0.4%	6	-1	-1%	?	-4%
Cc1cc(NC(=O)c2ccc(-c3ccccc3F)o2)no1	-5%	-1%	-9%	5%	?	0.5%	-29	-1	11%	15%	-2%
CN(CC(=O)Nc1ccccc1Cl)C(=O)COC(=O)c1ccc(C(F)(F)F)cc1	nt	nt	-9%	0%	-5%	0.2%	27	nt	nt	5%	-8%
COCCCn1c(=O)c2sccc2n(Cc2ccccc2C)c1=O	0%[11.5 µM]	0%	-2%	-2%	-39%[inhibitor]	0.9%	-13	2	-14%	-12%	1%
Cc1ccc(C)c(OCC(=O)Nc2ccc3c(c2)OCO3)c1C	-4%	0%	-3%	19%	15%	0.5%	74[activator]	1	-11%	-13%	0%
COc1cccc(NC(=O)C2CCC(CNS(=O)(=O)c3cccc4cccnc34)CC2)c1 (stereo not drawn)	nt	-1%	-2%	3%	-12%	-0.3%	-5	1	-8%	?	-9%
Cn1c(-c2ccc(F)cc2)cnc1SCC(=O)Nc1ccccc1N1CCOCC1	0%	1%	-2%	-3%	1%	0.0%	-16	1	-21%	?	9%
CCc1nnc(NC(=O)c2sc3nc4c(cc3c2N)CCCCC4)s1	-1%	-3%	1%	4%	?	-0.4%	7	6	6%	16%	275%[activator]
Cc1nn(-c2ccccc2)c2sc(C(=O)N3CCOCC3)cc12	-24%	-4%	-8%	-6%	-10%	-0.6%	-17	0	-7%	?	0%
O=C(NCCO)/C(=C\c1ccco1)NC(=O)c1ccco1	-3%[11.5 µM]	0%	-7%	-5%	-13%	1.0%	14	-6	-24%	6%	2%
CC[C@@H](C)[C@@H](C(=O)N1CCN(C(=O)OC(C)(C)C)CC1)n1cc(CCC(=O)O)nn1	0%	3%	nt	1%	-6%	-0.8%	-3	5	nt	0%	5%
CC(C)(CO)NCc1cc(Br)ccc1OCc1ccccc1	3%	1%	-6%	-11%	4%	0.1%	-3	-1	nt	6%	-1%
Cn1c2ccccc2c(=O)c2c(=O)n(-c3ccccc3)c(-c3ccc(C(C)(C)C)cc3)nc21	-3%	0%	-2%	0%	4%	0.5%	12	0	nt	0%	-16%
CC(=O)NC(Cc1ccccc1)C(=O)NC1CCN(C(=O)c2cnccn2)CC1 (stereo not drawn)	2%	1%	-6%	1%	17%[7.66 µM]	-0.3%	-12	0	?	?	0%

High-throughput results from PubChem.
